# TLR9-MyD88 inh: blocks human TLR9 binding to MyD88. Q9NR96+Q99836. CHO BLA complementation TLR9-MyD88, CCF4 FRET ratio. inhibition, % at 4.98 µM. 340,000 tested, 0.21% active. AID 504734;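 active means inhibition above the mean over all tested compounds plus 3 SD, cut at about 21% in these data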;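 further: 0% = DMSO only wells and 100% = clavulanate BLA inhibitor control wells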
# Target sequence (Q99836 whole entry, looked up): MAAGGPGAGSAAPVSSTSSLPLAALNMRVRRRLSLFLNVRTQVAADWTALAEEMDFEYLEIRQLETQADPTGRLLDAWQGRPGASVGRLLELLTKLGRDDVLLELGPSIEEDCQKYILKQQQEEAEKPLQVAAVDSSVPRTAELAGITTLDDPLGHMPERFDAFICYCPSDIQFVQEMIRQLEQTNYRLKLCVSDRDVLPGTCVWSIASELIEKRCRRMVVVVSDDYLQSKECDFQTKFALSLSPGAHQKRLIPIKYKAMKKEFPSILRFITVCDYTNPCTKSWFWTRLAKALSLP
# Target sequence (Q9NR96 whole entry, looked up): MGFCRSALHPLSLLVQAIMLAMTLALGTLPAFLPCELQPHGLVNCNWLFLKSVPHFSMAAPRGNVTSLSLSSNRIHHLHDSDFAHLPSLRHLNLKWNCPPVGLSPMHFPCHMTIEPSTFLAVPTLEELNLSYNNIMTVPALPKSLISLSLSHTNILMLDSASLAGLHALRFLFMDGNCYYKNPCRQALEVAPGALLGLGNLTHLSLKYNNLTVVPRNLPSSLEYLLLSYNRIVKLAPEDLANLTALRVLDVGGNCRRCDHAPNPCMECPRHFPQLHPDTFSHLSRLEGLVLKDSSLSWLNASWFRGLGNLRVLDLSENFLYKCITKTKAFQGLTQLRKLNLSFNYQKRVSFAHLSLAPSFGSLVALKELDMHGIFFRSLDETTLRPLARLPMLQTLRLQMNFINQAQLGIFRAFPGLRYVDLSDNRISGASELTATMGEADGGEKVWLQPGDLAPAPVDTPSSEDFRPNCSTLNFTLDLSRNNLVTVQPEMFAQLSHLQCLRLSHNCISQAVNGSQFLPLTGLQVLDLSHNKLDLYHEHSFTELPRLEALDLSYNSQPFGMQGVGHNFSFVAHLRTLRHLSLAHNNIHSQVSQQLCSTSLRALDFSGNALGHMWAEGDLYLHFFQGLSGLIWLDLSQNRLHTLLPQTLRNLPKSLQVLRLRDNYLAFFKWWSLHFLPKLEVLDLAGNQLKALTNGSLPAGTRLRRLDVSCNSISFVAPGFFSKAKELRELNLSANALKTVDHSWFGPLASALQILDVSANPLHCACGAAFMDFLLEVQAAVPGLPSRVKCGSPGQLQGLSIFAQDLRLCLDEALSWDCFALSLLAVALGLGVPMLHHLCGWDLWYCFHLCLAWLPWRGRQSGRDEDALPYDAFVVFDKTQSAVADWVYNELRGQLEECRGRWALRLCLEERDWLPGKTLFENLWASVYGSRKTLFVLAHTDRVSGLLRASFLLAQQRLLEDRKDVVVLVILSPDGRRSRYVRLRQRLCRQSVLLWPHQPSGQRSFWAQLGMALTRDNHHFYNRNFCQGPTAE
# HTR2A ag: agonists of mouse serotonin 5-HT2A receptor (HTR2A); AID 624169; P35363; CHO-K1 mHTR2A beta-arrestin complementation, luminescence; percent of 30 µM serotonin response; 360,000 tested, 0.66% active; activation, % at 7.6 µM;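 active means activation above a run cutoff, the mean activation of all tested compounds plus 3 SD, cut at about 14% in these data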;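 further: 0% = plate median of compound wells and 100% = 30 µM serotonin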
# NOD2-RIPK2 inh: blocks binding of human NOD2 to RIPK2 | inhibition, % at 4.98 µM | 360,000 tested, 0.38% active | O43353 | CHO BLA complementation NOD2-RIPK2, CCF4 ratio; in the data active means inhibition above about 21%;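 further: 0% = vehicle only and 100% = reference blocker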
# Cardio protect: protects H9c2 cardiomyocytes from peroxide injury. protection from H2O2 cell death, % at 20 µM. 360,000 tested, 0.63% active. H2O2 injury protection, ATPLite, 2 h. AID 588492;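 active means compounds giving at least 50% protection of heart cells from peroxide-induced death in the single-dose screen, raw or plate-pattern-corrected value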;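 further: 0% = DMSO wells with peroxide and 100% = DMSO wells without peroxide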
# ABCB6 inh MLPCN: human ABCB6 transporter inhibition; Q9NP58; AID 602162; 360,000 tested, 0.19% active; fluorescence ratio to DMSO, % at 10 µM; K562-ABCB6 porphyrin accumulation, flow cytometry, 1 h; stronger effect = lower value;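 active means fluorescence ratio to DMSO below 75%, the collection mean minus 3 SD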;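 further: signal is porphyrin accumulated inside mitochondria; 100% equals median channel fluorescence of DMSO control wells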
# SRC2 inh: human SRC2 (NCOA2) inhibition. Q15596. HEK293 GAL4-SRC2 luciferase reporter, luminescence. inhibition, % at 9 µM. 370,000 tested, 0.17% active;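 active means inhibition above the mean inhibition of all tested compounds plus 3 SD, set per campaign, cut at about 52% in these data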;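 further: 0% = DMSO treated cells and 100% = cells given Gossypol at 36 µM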
# MC4R barr agon: human MC4R agonism via beta-arrestin | 360,000 tested, 0.98% active | activation, % at 8.9 µM | AID 540308 | U2OS MC4R beta-arrestin complementation, luminescence; percent of melanotan II response, DMSO zero | P32245;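 active means activation above a per-plate cutoff, the mean activation of sample wells on that plate plus 3 SD, cut at about 8% in these data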
# Glyco luc inh: blocks N-linked glycosylation in D54 reporter cells; D54 ERlucT glycosylation luciferase reporter, 24 h; percent of 100 nM tunicamycin response; reporter increase, % at 12.5 µM; 360,000 tested, 0.23% active; AID 588692;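 active means mean luciferase reporter signal, scaled so untreated is 0 and the glycosylation-blocking control 100, at or above a set limit in every replicate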;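 further: luciferase carries N-glycosylation sites so blocking glycosylation raises the light; 0% = median of neutral control wells and 100% = median of 100 nM tunicamycin wells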
# ABHD5-PLIN5 inh: ABHD5-PLIN5 protein interaction inhibition. Q00G26+Q8WTS1. Split G. princeps luciferase complementation, luminescence, 4 h. inhibition, % at 4 µM. 360,000 tested, 0.78% active. AID 602281;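 active means inhibition above the mean inhibition across every tested compound plus 3 SD, cut at about 22% in these data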;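 further: 0% = DMSO only wells and the 100% control is not disclosed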
# MC4R antagonist: human MC4R antagonism in cAMP assay; AID 540295; inhibition, % at 6.5 µM; 360,000 tested, 0.48% active; MC4R-expressing cells, MTII-stimulated cAMP, LANCE TR-FRET;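 active means inhibition above its plate's cutoff, the mean of tested wells on that plate plus 3 SD, cut at about 29% in these data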;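 further: 0% = Melanotan II alone and 100% = Melanotan II plus saturating MCL0020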
#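 Material – human MC4R-expressing U2OS cells · Repeats – no replicates · Detection – TR-FRET with Eu-cAMP and labeled anti-cAMP, 671 nm · Times – compound 30 min, challenge 1 h, detection 1 h · Compound – single nominal compound dose of 6.5 µM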
# An asterisk follows results filed as active; · = no result given.
SMILES,TLR9-MyD88 inh,HTR2A ag,NOD2-RIPK2 inh,Cardio protect,ABCB6 inh MLPCN,SRC2 inh,MC4R barr agon,Glyco luc inh,ABHD5-PLIN5 inh,MC4R antagonist
CC(C)Cc1nnc(NC(=O)C2CC(=O)N(Cc3ccccc3)C2)s1 (configuration not stated),-3,5,1,3,93,-5,1.5,4,-2,5
CCCCNC(=O)COc1ccccc1C(=O)c1cc(C#N)c(=O)n(CCOC)c1,4,1,-1,-1,100,6,-1.6,2,0,7
COc1ccc(NC(=O)CSCC(=O)Nc2cc(Cl)ccc2N2CCOCC2)cc1,-12,-2,2,-4,124,-20,-2.4,14,-11,6
COc1ccc(CC(=O)N2CC3(C)CC2CC(C)(C)C3)cc1 (configuration not stated),-12,0,-3,4,94,-17,-0.5,0,-4,16
CCOc1ccc(CN(C(=O)c2cccs2)C2CCS(=O)(=O)C2)cc1 (configuration not stated),-4,-1,2,0,98,-15,0.1,0,-7,2
N/C(=N\OC(=O)c1ccc2c(c1)OCO2)c1ccncc1,2,0,-15,-13,86,-57,0.0,-1,-2,5
CCn1nnnc1SCC(=O)Nc1ccc(OC)cc1,-2,5,-8,-1,92,-9,0.0,0,3,2
CCc1c(C(=O)NNC(=S)Nc2ccc(S(=O)(=O)Nc3ncccn3)cc2)csc1C,-11,3,-2,6,90,-34,0.3,1,5,3
O=C(Nc1ccc2c(c1)OCCO2)c1[nH]c(C(F)(F)F)nc1-c1ccccc1,·,1,9,-6,96,36,·,-6,-5,·
CC(C)(O)C(=O)NN(C(=O)c1ccccc1)c1cccc(Br)c1,-9,6,-13,-2,105,-9,1.4,-1,9,-2
Cc1nc2ccc(C(=O)N3CCN(Cc4ccccc4)CC3)cc2[nH]1,2,4,1,1,92,-1,-1.9,-4,-4,-4
O=C(CN(c1cccc(C(F)(F)F)c1)S(=O)(=O)c1ccc(Cl)c([N+](=O)[O-])c1)NCc1ccccc1,-3,2,-12,7,98,13,-1.3,1,3,14
COC(=O)CSc1nnc(CNC(=O)c2ccco2)n1-c1ccc(F)cc1,9,0,3,10,110,·,-2.4,2,8,15
Cc1ccc(NC(=O)C(CC(C)C)NC(N)=O)cc1Cl (configuration not stated),2,1,-2,11,92,6,-3.6,0,-4,-1
O=C(NCCS(=O)(=O)c1ccc(Cl)cc1)c1ccc(F)cc1,5,-1,-2,2,100,1,-2.9,0,1,9
C/C(=N\NC(=O)c1ccc(-c2ccccc2)cc1)c1cccc(N)c1,-7,1,-7,5,89,-14,1.4,4,1,4
O=C(NCCN1CCOCC1)c1cc(-c2ccccc2)on1,-7,5,-3,11,103,-82,0.4,13,1,-8
Cc1cccc(NC(=O)C(=O)NCCc2c[nH]c3ccccc23)c1C,14,2,0,-8,99,-12,1.0,2,-2,13
COCCNC(=S)N(CCc1c(C)[nH]c2ccc(F)cc12)Cc1ccco1,1,28*,-2,-3,97,-9,0.1,-4,-4,-1
CC(C)Nc1nc(NNc2nc(Cl)nc(NC(C)(C)C)n2)nc(NC(C)C)n1,·,-4,-6,1,98,-3,-2.9,-1,-11,1
O=C(N/N=C/c1ccc([N+](=O)[O-])cc1)c1ccccc1OCc1ccccc1,6,-2,1,9,95,8,-1.2,20,-1,-11
O=C(CSc1ccc(-c2cccnc2)nn1)Nc1ccc(F)cc1,-6,12,-1,-2,104,-24,-1.3,2,-8,9
N#Cc1ccc(C(C(=O)NCc2ccccc2)n2c(=O)c(-c3cc4ccccc4[nH]3)nc3ccccc32)cc1 (configuration not stated),·,-3,58*,·,·,7,·,·,4,·
COC(=O)c1cc2sc(Cl)cc2n1CC(=O)Nc1cccc(SC)c1,0,5,-14,-5,100,7,1.2,-3,-5,-2
Cn1cnc2cc(OC(=O)c3ccccc3)ccc21,-3,6,-12,-7,100,0,0.2,1,5,-1
Cn1c(NCCN2CCCCC2)cc(=O)n(C)c1=O,8,2,0,16,87,12,-0.6,0,28*,3
COc1ccc(NC(=S)N(C)CC2COc3ccccc3O2)cc1 (configuration not stated),-4,-2,-12,5,96,-2,-0.2,2,0,6
CC(=O)c1ccc(NC(=S)Nc2cccc(Cl)c2C)cc1,-1,2,-3,0,99,27,-3.6,0,-7,13
Cc1c(NC(=O)C(C)OC(=O)c2ccc(NC(=O)CC#N)cc2)c(=O)n(-c2ccccc2)n1C (configuration not stated),2,-1,-9,2,103,0,-1.4,-1,1,3
Cc1ccc(C2C(C#N)=C(N)N(N(C)C)C3=C2C(=O)CCC3)cc1 (configuration not stated),5,-9,-3,10,101,14,-1.1,-1,-1,5
COc1cc(CN2CCCCCC2)cc(OC)c1,-1,11,-6,-2,100,-2,-0.9,-1,2,13
Cc1ccnc(NC(=O)c2ccc3[nH]c(=O)c(=O)[nH]c3c2)c1,4,-2,0,-1,105,7,-1.4,4,5,-1
CCOC(=O)CSc1nnc(Cn2c(=O)sc3ccccc32)n1C,-1,2,0,3,97,27,0.4,-7,7,12
CN(C)c1nc(N(C)C)nc(N2CCCCC2)n1,6,7,-2,9,94,-4,-0.8,0,6,4
O=c1c2ccccc2nc(-c2ccco2)n1CCc1ccc(O)cc1,5,0,-7,45,100,-6,0.2,4,0,1
COc1cccc(CNCC(O)(c2ccc(Cl)cc2)c2ccc(Cl)cc2)c1,-53,-3,0,-12,97,26,2.4,-6,-4,3
O=C(C(=NNc1ccccc1)C(=S)Nc1ccccc1)c1ccccc1,·,-8,0,-7,99,·,·,-3,-19,·
CCOc1ccccc1/C=N/NC(=O)CNC(=O)c1ccc(S(=O)(=O)N2CCOCC2)cc1,-5,-3,-2,-1,82,-46,-1.0,-2,3,1
CC(C)(CNC(=O)CNC(=O)c1ccc(Cl)cc1Cl)N1CCOCC1,0,-2,5,-1,99,-18,0.1,2,-5,6
O=C1C2C(C(=O)N1CC1CCCO1)C1C=CC2C12CC2 (configuration not stated),-7,3,-7,6,142,-8,0.9,0,-6,4
Nc1c(C(=O)NCC2CCCO2)c2nc3ccccc3nc2n1-c1ccccc1 (configuration not stated),7,-1,3,55*,91,16,0.9,-8,4,8
CCCN(Cc1cc2ccccc2[nH]c1=O)C(=O)c1cccc([N+](=O)[O-])c1,4,-1,10,7,96,-1,0.5,3,-3,-2
COCCNC(=O)COC(=O)c1ccc(S(=O)(=O)N2CCOCC2)cc1,·,4,-7,4,95,-33,2.3,1,13,-8
Cc1ccc(OCC(=O)Nc2ccc(N3CCN(S(C)(=O)=O)CC3)cc2)cc1C,12,8,-2,7,101,16,0.1,0,-2,7
COc1ccccc1NS(=O)(=O)c1cc(NC(=O)c2cccc(S(=O)(=O)N(C)C)c2)ccc1N1CCOCC1,-7,3,-14,3,105,15,0.5,-7,7,22
Cc1cccc(OC2CCN(Cc3c(C(=O)N4CCCC4)nc4ccccn34)CC2)c1,-5,-10,-7,-4,100,-2,-0.9,0,-1,-2
CC(C)(C)c1cc(C(=O)NCc2cc(F)cc3c2OCOC3)n(Cc2ccccc2)n1,8,3,-12,24,90,-66,0.1,-1,-4,7
NC1=NC(=O)/C(=C/c2ccc(-c3ccc(S(N)(=O)=O)cc3)o2)S1,0,3,2,25,95,6,0.1,0,-5,-8
COc1ccc(-c2nn3c(C4CCCCC4)nnc3s2)cc1OC,4,3,1,12,94,-41,-2.0,-7,-2,-4
CCC1(CC)NC(=O)N(CC(=O)N2CCN(c3ccccc3F)CC2)C1=O,-2,4,-1,4,97,-10,-2.4,1,-6,1
CCOc1ccc(C(=O)Nc2ccc3c(c2)OCCO3)cc1[N+](=O)[O-],·,-2,12,-1,99,-56,-1.3,-1,-5,-4
Oc1c(CN2CCOCC2)cc(-c2ccccc2)cc1CN1CCOCC1,13,-6,3,5,96,-10,-1.8,-1,2,2
Cc1ccc(-n2nc3c(c2NC(=O)c2ccc4c(c2)OCO4)CS(=O)(=O)C3)c(C)c1,-3,-1,-5,-5,95,-16,0.9,-1,-2,14
COc1ccc(Cl)cc1NS(=O)(=O)c1cc(Cl)ccc1OC,-5,-2,7,-2,92,-11,-0.2,-2,7,3
CCC1Oc2ccc(C)cc2N(CC(=O)NCCCN2CCCCC2CC)C1=O (configuration not stated),-7,0,-3,4,108,6,1.8,-1,-1,-1
CCCn1c(N2CCN(CC(=O)NCc3cccs3)CC2)nc2ccccc21,0,-3,-16,3,97,-14,0.1,-1,-1,1
COc1ccccc1CNS(=O)(=O)c1ccc2c(c1)N(C(C)=O)CC(C)S2 (configuration not stated),-2,1,-5,-5,90,14,-2.3,1,6,5
CC(=O)c1cccc(NC(=S)N2CCN(S(=O)(=O)c3ccc(F)cc3)CC2)c1,3,3,5,2,98,7,-4.2,1,-11,-1
COc1ccc(N(C(=O)CS(=O)CC(=O)Nc2ccc(F)cc2)C(C(=O)NC2CCCCC2)c2cccs2)cc1 (configuration not stated),2,-2,-7,-3,96,-14,-2.4,-1,-7,-2
COc1ccc(S(=O)(=O)NCc2cn3c(C)csc3n2)cc1F,-11,-1,-8,-2,101,-18,-0.4,1,0,2

# Next section, overlapping the part above by 4 compounds.
SMILES,TLR9-MyD88 inh,HTR2A ag,NOD2-RIPK2 inh,Cardio protect,ABCB6 inh MLPCN,SRC2 inh,MC4R barr agon,Glyco luc inh,ABHD5-PLIN5 inh,MC4R antagonist
COc1ccccc1CNS(=O)(=O)c1ccc2c(c1)N(C(C)=O)CC(C)S2 (configuration not stated),-2,1,-5,-5,90,14,-2.3,1,6,5
CC(=O)c1cccc(NC(=S)N2CCN(S(=O)(=O)c3ccc(F)cc3)CC2)c1,3,3,5,2,98,7,-4.2,1,-11,-1
COc1ccc(N(C(=O)CS(=O)CC(=O)Nc2ccc(F)cc2)C(C(=O)NC2CCCCC2)c2cccs2)cc1 (configuration not stated),2,-2,-7,-3,96,-14,-2.4,-1,-7,-2
COc1ccc(S(=O)(=O)NCc2cn3c(C)csc3n2)cc1F,-11,-1,-8,-2,101,-18,-0.4,1,0,2
COc1ccccc1NC(=O)C(C)NS(=O)(=O)c1ccc(F)cc1 (configuration not stated),-3,6,-4,5,89,-3,-0.8,-1,-3,11
CC12CCC(=O)N1C(C(=O)Nc1ccc(F)cc1)CS2 (configuration not stated),6,1,-15,2,95,-1,-1.0,-1,2,0
O=C1CC2CCCC(C1)S2=O (configuration not stated),-6,-2,-21,0,106,-10,-1.0,3,-6,11
O[C@@H]1CN(CC2CCCCC2)[C@@H](c2ccccc2)C[C@H]1n1cc(C2CC2)nn1,7,3,-1,-4,97,-15,5.5,-3,-6,18
CCOC(=O)C1=C(C)C/C(=N\NC(=O)c2ccccc2O)CC1,9,-1,13,-15,93,-45,-1.6,-1,-1,5
CC(C)[C@H](NC(N)=O)C(=O)Nc1ccc(F)c(Cl)c1,-6,-1,-8,7,106,9,0.2,0,-2,17
O=Cc1c[nH]c2ccc(S(=O)(=O)N3CCCCC3)cc12,-4,-4,-8,3,97,-27,-1.9,-4,5,2
COC(=O)c1c(NC(=O)c2ccccc2C(=O)O)sc2c1CCC2,-15,11,-4,-1,99,7,0.6,0,-1,20

# The list is partial; rates above refer to the full screens.
